miR122 inh: miR-122 Renilla sensor signal increase in Huh7, primary screen, miR-122 inhibitor project, cell-based, single point, plate reader. AID 602342, 2012. Huh7 miR-122 Renilla luciferase sensor, 48 h; neutral wells = 0, positive control = 100. 340,000 compounds, 0.3% hits. activation (reporter increase), % at 12.5 µM;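 active = mean replicate activation score at least 90 and every replicate individually at or above 90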;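 note: higher luciferase means less miR-122 activity so hits act as miR-122 inhibitors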
Numbers without * were called inactive. The list is partial. The share of hits here may be higher or lower than overall.

Start of the listing, in advance, four compounds:
SMILES	miR122 inh
COc1ccc(CN(C(=O)c2cnccn2)C(C(=O)Nc2ccc(F)cc2)c2ccccc2)cc1 (configuration not stated)	45
Cc1cccc(Cn2c(NCC(C)O)nc3c2c(=O)n(C)c(=O)n3C)c1 (configuration not stated)	-6
Cc1cccc(NCc2nc3ccccc3n2Cc2ccccc2)c1	2
COc1ccc(N/N=C(/Oc2ccc([N+](=O)[O-])cc2)C(C)=O)cc1	-7

The list itself, previewed entries included:
SMILES	miR122 inh
COc1ccc(CN(C(=O)c2cnccn2)C(C(=O)Nc2ccc(F)cc2)c2ccccc2)cc1 (configuration not stated)	45
Cc1cccc(Cn2c(NCC(C)O)nc3c2c(=O)n(C)c(=O)n3C)c1 (configuration not stated)	-6
Cc1cccc(NCc2nc3ccccc3n2Cc2ccccc2)c1	2
COc1ccc(N/N=C(/Oc2ccc([N+](=O)[O-])cc2)C(C)=O)cc1	-7
CO/N=C/NC(=O)c1ccc([N+](=O)[O-])c(CS(=O)(=O)c2ccc(Cl)cc2)c1	-4
CC(SCc1ccccc1)C(=O)N/N=C/c1cc2c(cc1Br)OCO2 (configuration not stated)	-6
CC1CCc2c(nc3nc[nH]n3c2=O)C1 (configuration not stated)	-2
CC1=C(C(=O)N2CCOCC2)C(c2cccs2)NC(=O)N1 (configuration not stated)	7
Cc1nn(CC(O)Cn2c3c(c4ccccc42)CCN(C)C3=O)c(C)c1Br (configuration not stated)	-20
O=C(Cn1nc(-c2cccc(Cl)c2)ccc1=O)Nc1cccnc1	-8
O=C(N[C@H]1C/C=C\C[C@H](CC(=O)N(CCO)Cc2ccccc2)C(=O)NC[C@H](c2ccccc2)OC1=O)OCC1c2ccccc2-c2ccccc21	2
COc1cc(C2CC(=O)c3cnc(N)nc3C2)cc(OC)c1OC (configuration not stated)	-5
COC(=O)CSc1cc(C)nc(SC)n1	-5
CCS(=O)(=O)c1ccc2c(c1)N(S(C)(=O)=O)CC(C(=O)NCCOC)O2 (configuration not stated)	-2
CCN1CCN(CC(O)COc2cccc(OC)c2)CC1 (configuration not stated)	-1
CC(C)OC(=O)c1c(NC(=O)c2ccco2)sc2c1CCCC2	-5
CCOC(=O)N1CCN(S(=O)(=O)c2ccc(F)c(C(=O)Nc3ccc(C(C)C)cc3)c2)CC1	-1
Cc1cc2c(N)cccc2nn1	1
CCOC(=O)c1c(C)[nH]c(C(=O)CSc2nnnn2-c2ccccc2)c1C	-1
O=C(NCCOc1ccccc1)C1CCCN1C(=O)c1cccs1 (configuration not stated)	3

Gathered by group: the compounds so far containing a thiophene ring, fused or not.
SMILES	miR122 inh
CC1=C(C(=O)N2CCOCC2)C(c2cccs2)NC(=O)N1 (configuration not stated)	7
CC(C)OC(=O)c1c(NC(=O)c2ccco2)sc2c1CCCC2	-5
O=C(NCCOc1ccccc1)C1CCCN1C(=O)c1cccs1 (configuration not stated)	3

The listing continues:
SMILES	miR122 inh
Cc1ccc(O)c(NC(=S)NC(=O)c2ccc(-c3ccc(Cl)cc3)o2)c1	-10
CCOC(=O)C1CCCN(C(=O)CCc2ccccc2)C1 (configuration not stated)	-24
Cc1ccc(C(=O)N2CCCC(c3nc4c(nnn4Cc4ccccc4)c(=O)[nH]3)C2)cc1 (configuration not stated)	-4
CC1Oc2ccccc2N(CC(=O)Nc2ccc3c(c2)OCCO3)C1=O (configuration not stated)	-4
Cc1c(Cl)c([N+](=O)[O-])nn1CCCC(=O)Nc1sc2c(c1C(N)=O)CCC(C)C2 (configuration not stated)	-18
COc1ccc(N2CCc3c(C)nc4c(OC)cc(OC)cc4c32)c(OC)c1	-47
CN=c1scc(C)n1/N=C/c1ccc(O)c(O)c1O	10
O=c1[nH]c2ccccc2n1CCCOc1ccccc1	4
COc1ccc(OC)c(C2C(C(=O)c3cccs3)=C(O)C(=O)N2c2cc(C)on2)c1 (configuration not stated)	3
O=c1[nH]c(N2CCOCC2)nc2ncn(Cc3ccccc3)c12	5
CCN1CCN(Cc2c(OC)ccc3ccccc23)CC1	-7
Cc1ccccc1NC(=O)C1CCC(C)(C(=O)O)C1(C)C (configuration not stated)	1
COCC(=O)Nc1ccccc1C(=O)NC(C)C	2
COc1cc(S(=O)(=O)N2CCN(c3ccc(F)cc3)CC2)ccc1Cl	-1
CC(C(=O)N1CCc2ccccc21)n1cccc1 (configuration not stated)	-3
CCOc1ccc(C(=O)COc2ccc(NC(C)=O)cc2)cc1	-3
COc1ccc2c(c1)cc(C)c1nnc(SCC(=O)N(C)c3nc(-c4ccccc4)cs3)n12	-4
COc1ccc(NC2CC(=O)NC2=O)cc1 (configuration not stated)	4
Cc1cc(NC(=O)CSc2nc3c([nH]c4ccccc43)c(=O)n2-c2cccc(C(F)(F)F)c2)no1	-5
Clc1cnc(N/N=C/c2ccco2)c(Cl)c1	0
CCc1nnc(NC(=O)COC(=O)CN2C(=O)c3ccccc3C2=O)s1	-11
O=C(CC1CCCCC1)Nc1c2c(nn1-c1ccc(F)cc1)CS(=O)(=O)C2	12
CCCCCc1nc2c(=O)n(C)c3ccccc3c2o1	-2
COc1ccc(-c2ccc3c(c2)S(=O)(=O)c2cccc(C(=O)NCCOc4ccccc4)c2C3=O)cc1OC	0
CC1CCN(C(=O)Cn2nc(C(F)(F)F)c3c2CCCC3)CC1	-2
COC(=O)c1ccc(-c2n[nH]c(=O)c3ccccc23)cc1	-3
CC(C)c1ccc(CN(C(=O)c2cc3ccccc3oc2=O)C2CCS(=O)(=O)C2)cc1 (configuration not stated)	-2
Cc1cc(C(F)(F)F)nc(SCC(=O)c2cccc([N+](=O)[O-])c2)n1	1
CC(C)Cn1c(=O)c2c(nc3n2CCCN3CCc2ccccc2)n(C)c1=O	2
Cc1ccc(OCc2nnc(SCC(=O)C(C)(C)C)n2Cc2ccco2)cc1	6
COc1ccc(OC)c(-c2cn(S(=O)(=O)c3ccccc3)nc2N)c1	47
CCn1cc(CN(C)C(=O)CSc2nc(-c3ccco3)cc(C(F)(F)F)n2)c(C)n1	-2
NC(=O)C1CCCN(C(=O)Nc2cccc3ccccc23)C1 (configuration not stated)	0
OCCN1CCN(C(=S)c2ccc(Cl)cc2)CC1	8
Cc1cc(C)c(N=C2CCCN2Cc2ccccc2)c(C#N)c1	6
CN(C)c1nc(SCC#N)nc(N2CCOCC2)n1	-3
CCOC(=O)C1C(=O)C=C(c2ccc(Br)cc2)CC1c1ccco1 (configuration not stated)	-3
N#Cc1cccc2cnccc12	-3
COc1cccc(Oc2ccc(C(F)(F)F)cc2NC(=O)c2cccc(F)c2)c1	-4
CC(C)(C)NS(=O)(=O)c1ccc(CCC(=O)Nc2ccc3c(c2)OCO3)cc1	5
O=C(CN(c1ccc(Cl)c(C(F)(F)F)c1)S(=O)(=O)c1ccccc1)N1CCOCC1	65
Cc1c(NC(=O)c2cnn3c2NC(c2ccc(Br)cc2)CC3C(F)(F)F)c(=O)n(-c2ccccc2)n1C (configuration not stated)	-9
O=C(c1ccccc1Cl)N1CCNCC1	-3
COc1ccc(NC(=O)c2cccs2)cc1	-5
COc1ccc(OC)c(Nc2nc(-c3sc(C)nc3C)cs2)c1	-2
Cc1cc(C(=O)COc2nncc3ccccc23)c(C)n1C	-9
CCCCC(=O)NCCNc1nc2c(c(=O)n(C)c(=O)n2C)n1Cc1ccc(F)cc1	-22
CC(C)c1ccc(N(CC(=O)NCCSC(C)(C)C)S(C)(=O)=O)cc1	3
COc1cccc(OC)c1C(=O)N1CCN(S(=O)(=O)c2ccc(C)cc2)CC1	0
Cc1ccc(Oc2cnc3ccccc3n2)cc1	-6
CN(C)CCOc1ccc2ccccc2c1	-8
Cc1nn(Cc2c(F)c(F)c(F)c(F)c2F)c(C)c1NC(=O)c1ccc(COc2ccccc2Cl)cc1	-8
COc1ccc(-c2ccc(C#N)c(OC(=O)c3c(Cl)cccc3Cl)n2)cc1	-32
COc1ccc(S(=O)(=O)Nc2ccccc2C(F)(F)F)cc1	6
CCCn1c(SCC(=O)NC23CC4CC(CC(C4)C2)C3)n[nH]c1=O	-3
COc1ccc(-c2csc(N(CC3CCCO3)C(=O)c3ccc(C)cc3)n2)cc1 (configuration not stated)	-5
COc1ccc2ncn(-c3ccccc3)c2c1	24
CCOc1cc(C2C(C#N)=C(N)OC(C)=C2C(C)=O)c(Br)c(Br)c1OC(C)C (configuration not stated)	-12
Nc1ccc(Oc2ccc(Br)cc2)cc1	-35
COc1ccc(-n2nc(C(=O)NCC(=O)Nc3cccc(C)n3)c3ccccc3c2=O)cc1	-12

4 entries drawn at random from the list so far:
SMILES	miR122 inh
COc1cccc(OC)c1C(=O)N1CCN(S(=O)(=O)c2ccc(C)cc2)CC1	0
COc1ccc(-n2nc(C(=O)NCC(=O)Nc3cccc(C)n3)c3ccccc3c2=O)cc1	-12
CC(C)c1ccc(N(CC(=O)NCCSC(C)(C)C)S(C)(=O)=O)cc1	3
COc1ccc(NC(=O)c2cccs2)cc1	-5

The listing picks up, starting 2 compounds before the break.
SMILES	miR122 inh
Nc1ccc(Oc2ccc(Br)cc2)cc1	-35
COc1ccc(-n2nc(C(=O)NCC(=O)Nc3cccc(C)n3)c3ccccc3c2=O)cc1	-12
CCOC(=O)c1ccc(Nc2nc(C(=O)OCC)nc3ccccc23)cc1	-5
C=CCn1c(CSc2nc3ccccc3s2)nnc1SCC(=O)NCc1cccnc1	-6
Cc1ccc(-n2nc(C(=O)O)c3ccccc3c2=O)cc1C	1
COc1ccccc1-c1nnc2sc(COc3ccc(F)cc3)nn12	6
COc1ccc2cnn(-c3ccccc3)c(=O)c2c1OC	-4
CC1CCCCC12NC(=O)N(CC(=O)Nc1ccc(S(=O)(=O)N3CCOCC3)cc1)C2=O (configuration not stated)	0
C=CCOC(=O)CC(NC(=O)c1ccccc1)c1ccccc1 (configuration not stated)	5
CCOC(=O)C1C(=O)NC(c2ccccc2)=NC1c1ccc(F)cc1 (configuration not stated)	-1
COc1ccccc1/C=C/C(=O)N1CCOCC1	-5
COc1ccc(-c2ccc(C(=S)N3CCN(C(C)=O)CC3)o2)cc1	-1
O=C(Nc1nc(-c2ccccc2)c(-c2ccccc2)o1)c1ccc(F)cc1	7
O=S(=O)(Nc1nc2ccccc2nc1NCC1CCCO1)c1cccs1 (configuration not stated)	29
CCc1nc(C)cn1S(=O)(=O)c1cc(Br)c(C)cc1OC	30
c1nc(N2CCCC2)c2[nH]cnc2n1	4
O=C(O)c1ccc(/C=N/NC(=O)c2ccc(Br)cc2)cc1	2
Cc1ccccc1C1CC(=O)Oc2cc(O)ccc21 (configuration not stated)	0
CCCCNCCOCCSc1ccc(Cl)cc1	1
Cc1cc(=S)n(-c2ccccc2)n1C	-1
CC(=O)Nc1ccc(S(=O)(=O)N2CCC(c3nc4ccccc4[nH]3)CC2)cc1	-3
CCCn1c(N)c(C(=O)CSc2nnc(Cc3ccccc3)o2)c(=O)n(C)c1=O	-3
C/C(=N\NC(=O)Cc1csc(N2CCOCC2)n1)c1ccccc1	-6
ON(CCc1ccccn1)CCc1ccccn1	-1
CCNc1nc(NCC)n2c(SCC(=O)O)nnc2n1	-10
CCC(C(=O)NC1CCCC1)N(C(=O)Cn1nnc(-c2ccc(OC)c(OC)c2)n1)C1CCCCC1 (configuration not stated)	-6
Cc1cc([N+](=O)[O-])c(C(C)(C)C)cc1N	0
Cc1cc(/C=C(\C#N)C(=O)NCc2cccs2)c(C)n1-c1ccccc1F	3
Cc1oc(C)c2c(=O)ccc3c(c12)OC(N)=C(C#N)C3c1ccccc1Cl (configuration not stated)	-7
O=C(COC(=O)c1cccs1)NCc1ccco1	-6
Nc1ccc(NC(=O)c2ccccc2)c2c1C(=O)c1ccccc1C2=O	3
O=C(NCCc1ccc(S(=O)(=O)N2CCCC2)cc1)c1cccs1	7
COC(=O)C1=C(C)N(c2cccc3ccccc23)C(=O)C1	-6
O=C(NCc1ccccc1Br)c1ccco1	6
CCOc1ccccc1C(=O)N1c2ccccc2Sc2ccccc21	7
CCN(CC)c1ccc(NC(=O)CN2CCN(c3ccc(F)cc3)CC2)cc1	3
COCCNc1oc(-c2ccc(F)cc2)nc1C#N	-4
C=CCn1c(CCNC(=O)c2cccs2)nnc1SCC(=O)Nc1cccc(Cl)c1C	0
O=C(CSc1nnc(-c2ccccc2)n1C1CCCCC1)N1CCCC1	3
CC1(C)Cc2ccccc2C(=O)N1	0
CCN(CC)c1ccc(/C=N/N2CCOCC2)cc1	-1
O=C(O)CP(=O)(c1ccccc1)c1ccccc1	-6
Cc1cc(C(=O)c2ccc(C(C)(C)C)cc2)c(NC(=O)CCl)s1	-5
Clc1ccccc1CSc1ncn(-c2ccccc2)n1	-3
CCN(CC)S(=O)(=O)c1cccc(C(=O)Oc2cccnc2)c1	-7
Cc1ccccc1-n1c(SC(C)C(N)=O)nnc1-c1cccnc1 (configuration not stated)	-8
Cc1ccc(S(=O)(=O)c2ccc(Oc3cccc(C)c3)cc2)cc1	3
CCCS(=O)(=O)N1CCC(C(=O)NCCCOC(C)C)CC1	-2
Cn1c(NCCc2ccccc2)cc(=O)n(C)c1=O	-2
CCc1ccccc1N=C1S/C(=C/c2ccccc2OCC(=O)N2CCOCC2)C(=O)N1C	-7
Cc1nnc(NC(=O)c2cccc(S(=O)(=O)N3CCc4ccccc43)c2)s1	-5
CCOC(=O)c1[nH]cc(-c2ccccc2)c1N1CCOCC1	2
CCOC(=O)c1c(NC(=O)CSc2nnc(-c3cccnc3)o2)sc2c1CCC2	-4
COc1ccc(CCNC(=O)c2ccccc2NC(=O)c2ccco2)cc1OC	2
O=c1c2c(-c3ccc([N+](=O)[O-])cc3)csc2nc2n1CCC2	-1
O=C1c2ccccc2C(=O)N1Nc1ccccc1	-3
CCOC(=O)C1=C(NC(=S)NC(=O)c2ccccc2)c2ccccc2CC1(C)C	7
COC(=O)c1cccc(S(=O)(=O)N2CCN(c3nc4ccccc4s3)CC2)c1	-7
COc1ccc(C/C(N)=N/OC(=O)Cc2ccccc2)cc1OC	-3
CCN(CC)Cc1csc2ccc(Br)cc12	3
Cc1ccc(-c2noc(CN3CCN(Cc4ccccc4)CC3)n2)cc1	-16
CC1CCCC(C)N1C(=O)COC(=O)c1ccc[nH]c1=O (configuration not stated)	-6
